High-throughput results as filed in PubChem BioAssay.
FH mod: Identification of activators of human fumarate hydratase by quantitative high-throughput screening. Fumarate hydratase, mitochondrial (Homo sapiens), P07954. FH coupled MDH/diaphorase resazurin fluorescence, 15 min. Potency, µM (highest dose often 79.9 µM), for the others: top-dose activity change, negative = inhibition, actives largely listed as inhibitors. actives 0.22% (n = 54,000). AID 1347055, 2019; further: the screen sought activators but most active calls are inhibition curves; nearly all actives have a fitted effect of over 45% in size
Target sequence (P07954 whole entry, looked up): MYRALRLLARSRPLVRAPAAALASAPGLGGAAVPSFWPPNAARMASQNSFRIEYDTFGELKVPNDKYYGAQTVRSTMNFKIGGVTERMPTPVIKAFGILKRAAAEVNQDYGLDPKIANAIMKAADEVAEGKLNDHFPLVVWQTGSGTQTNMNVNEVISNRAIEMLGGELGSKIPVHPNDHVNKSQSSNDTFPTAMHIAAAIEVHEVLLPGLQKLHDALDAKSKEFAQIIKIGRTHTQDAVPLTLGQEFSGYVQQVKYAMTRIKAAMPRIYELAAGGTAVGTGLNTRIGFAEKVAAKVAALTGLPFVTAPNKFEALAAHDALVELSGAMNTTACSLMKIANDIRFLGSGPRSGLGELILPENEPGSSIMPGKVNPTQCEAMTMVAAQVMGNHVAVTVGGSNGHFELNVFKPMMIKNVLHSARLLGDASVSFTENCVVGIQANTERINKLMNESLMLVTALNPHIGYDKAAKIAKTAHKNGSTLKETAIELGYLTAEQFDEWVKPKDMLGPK
NTMT1 inhibitor: Primary qHTS for Inhibitors of N-terminal methyltransferase 1 (NTMT1): MTaseGlo Assay. N-terminal Xaa-Pro-Lys N-methyltransferase 1 (Homo sapiens), Q9BV86. NTMT1 MTase-Glo SAH luminescence, purified enzyme. Potency, µM (top dose mostly 114 µM), inactives show top-dose activity change, negative = inhibition, hits mostly inhibitors. actives 2.5% (n = 59,000). AID 1645870, 2021;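 further: plate controls were DMSO vehicle for no effect and no enzyme for full effect; nearly all actives have a fitted effect of over 65% in size; many of its hits are not listed in these tables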
Target sequence (Q9BV86 whole entry, looked up): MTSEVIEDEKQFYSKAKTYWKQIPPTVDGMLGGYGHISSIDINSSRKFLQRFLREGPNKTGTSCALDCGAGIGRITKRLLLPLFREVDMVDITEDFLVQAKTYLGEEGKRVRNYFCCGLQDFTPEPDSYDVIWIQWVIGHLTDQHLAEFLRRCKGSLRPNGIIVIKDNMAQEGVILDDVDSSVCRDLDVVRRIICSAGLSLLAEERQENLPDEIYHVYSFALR
The depositor's hits bear a star; ? = inconclusive; & = joins results of further samples; [ ] = another dose, or the depositor's remark. The call rests on the fitted dose curve; in most records, active means well fitted curve in the direction sought with a large enough effect; inconclusive means small, poorly fitted or top-dose-only effect, or another doubt; inactive means no such curve, though single readings can be large; an effect the other way counts as inactive or inconclusive. Unless noted, on the % scale 0 is the no-effect control and ±100 the full control effect; potency means the concentration at half of the fitted maximal effect. Not all compounds are listed, so the mix of outcomes need not match the whole.

SMILES | FH mod | NTMT1 inhibitor
COc1cc2nc(-c3ccc(N4CCN(C)CC4)cc3)nc(NCCN3CCOCC3)c2cc1OC | -17%[53.3 µM] | -26%[57.5 µM]
Clc1ccc2ncc(-c3cccc(NC4CNC4)n3)n2c1 | -6% | ?
Cn1c(CNc2cccc(C(=O)NCc3ccccc3C(F)(F)F)c2)nnc1-c1ccncc1 | ? | 15%
CC1=CC2=C(C)C(=O)[C@](C)(O)[C@H](O)C2=CO1 | 2% | 8%[57.5 µM]
CCOC(=O)C1=C(C)NC(C)=C(C(=O)OCC)C1c1ccccc1/C=C/C(=O)OC(C)(C)C | ? | 11%[57.5 µM]
CC(C)C[C@H](CC(=O)O)C(=O)N[C@@H](Cc1c[nH]c2ccccc12)C(=O)N[C@@H](C)c1ccccc1 | 8%[53.3 µM] | 14%[57.5 µM]
CCN(CC)CCOc1ccc(/C(=C(\Cl)c2ccccc2)c2ccccc2)cc1 | -11% | ?
O=C(C=Cc1cccnc1)NCCCCC1CCN(C(=O)c2ccccc2)CC1 | -3%[53.3 µM] | 48%[activator][57.5 µM]
NS(=O)(=O)c1cccc(N=Cc2c(O)[nH]c3ccccc23)c1 | 2% | ?
Cc1cc(O)cc(O[C@@H]2O[C@H](CO)[C@@H](O)[C@H](O)[C@H]2O)c1 | -20% | -4%[57.5 µM]
C[C@@H]1CCC2C(C)(C)[C@H](O)CC[C@]2(C)[C@@]12Cc1c(O)cc3c(c1O2)CNC3=O (stereo partly specified) | 2%[53.3 µM] | 2%[29.8 µM]
CCC12CCCN3CCc4c(n(c5ccccc45)C(O)C1)C32 (stereo unspecified) | -2% | 7%[57.5 µM]
CC(O)Cn1cnc2c1c(=O)n(C)c(=O)n2C (stereo unspecified) | 2%[53.3 µM] | 19%[57.5 µM]
CC1CC2(O)OC(=O)C3=C2C(CCC3)[C@@]12C[C@@H](c1ccoc1)OC2=O (stereo partly specified) | -1%[53.3 µM] | 12%[29.8 µM]
CC(=O)OC1C(C)OC(Oc2c(-c3ccc(O)cc3)oc3cc(O)cc(O)c3c2=O)C(O)C1OC(C)=O (stereo unspecified) | -3%[53.3 µM] | -1%[57.5 µM]
COc1cc2c(c(O)c1OC/C=C(\C)CC/C=C(/C)CCC=C(C)C)CN(C(CCC(=O)O)C(=O)O)C2=O (stereo unspecified) | -12%[53.3 µM] | -1%[29.8 µM]
C[C@@H]1CC[C@]2(C(=O)O)CC[C@]3(C)C(=CCC4[C@@]5(C)C[C@@H](O)[C@H](O)[C@@](C)(CO)C5CC[C@]43C)C2[C@]1(C)O (stereo partly specified) | 0%[53.3 µM] | 10%[29.8 µM]
Cc1ccccc1C(=O)N1CC/C(=N\OS(=O)(=O)O)c2ccc(Cl)cc21 | 0%[53.3 µM] | 24%[57.5 µM]
CC(C)S(=O)(=O)c1ccc2nccc(Nc3ccc4scnc4c3)c2c1 | -10% | 4%[57.5 µM]
CC1=C(/C=C/C(C)=C/C=C/C(C)=C\C(=O)O)C(C)(C)CCC1 | ? | -6%
C[C@H](CN1CCCC1)C(=O)c1ccc(C(F)(F)F)cc1 | 8%[53.3 µM] | -11%[57.5 µM]
C[C@H]1CO[C@@H]2Cn3cc(C(=O)NCc4ccc(F)cc4F)c(=O)c(O)c3C(=O)N12 | 1% | 4%[57.5 µM]
CC[C@@H](O)C[C@@H]1C(C)=C[C@@H]2CCCC[C@@H]2[C@@]1(C)C(=O)O | 10% | 1%[57.5 µM]
CC1(C)CC(=O)c2c(C(F)(F)F)nn(-c3ccc(C(N)=O)c(NC4CCC(OC(=O)CN)CC4)c3)c2C1 (stereo unspecified) | 1% | -10%
CC(C)c1ccc2c(c1)C(=O)CC1C(C)(C(=O)O)CCCC21C (stereo unspecified) | -1%[53.3 µM] | 15%[29.8 µM]

More records.
SMILES | FH mod | NTMT1 inhibitor
COCC(=O)O[C@]1(CCN(C)CCCc2nc3ccccc3[nH]2)CCc2cc(F)ccc2[C@@H]1C(C)C | ? | -6%[57.5 µM]
NCCCCNCCCN | -6%&11%[53.3 µM] | -3%
CCC(=O)N1CCOc2c(cc(-c3ccc(OC)c(OC)c3)cc2OC[C@H]2CCCN(C)C2)C1 | 4% | -4%[57.5 µM]
CC(C)(O)C1CC=C(C(=O)OCC2OC(Oc3c(O)cc(C(=O)O)cc3O)C(O)C(O)C2O)CC1 (stereo unspecified) | -1%[53.3 µM] | -8%[29.8 µM]
C[C@@H]1O[C@@H](O[C@@H]2[C@@H](O)[C@H](O[C@@H]3[C@@H](O)[C@@H](O)[C@H](O[C@H]4[C@H](OC(=O)[C@]56CCC(C)(C)C[C@H]5C5=CCC7[C@@]8(C)C[C@H](O)[C@H](O[C@@H]9O[C@@H](C)[C@H](O)[C@@H](O)[C@H]9O)[C@@](C)(CO)C8CC[C@@]7(C)[C@]5(C)C[C@H]6O)O[C@H](C)[C@H](O)[C@@H]4O)O[C@H]3C)OC[C@H]2O)[C@H](O)[C@H](O)[C@H]1O (stereo partly specified) | 0%[13.5 µM] | 15%[6.45 µM]
Cc1[nH]c(C=C2C(=O)Nc3ccc(S(=O)(=O)N(C)c4cccc(Cl)c4)cc32)c(C)c1C(=O)N1CCN(C)CC1 | -4%[53.3 µM] | 4%[57.5 µM]
Cc1nc2sc(C(=O)NCc3ccncc3)c(N)c2c(C)c1Cl | 0% | -29%[57.5 µM]
CC1(C)C(=O)N2c3ccccc3[C@]3(CC(n4cnc5ccccc5c4=O)C(=O)O3)[C@H]2N1O (stereo partly specified) | -3%[53.3 µM] | 6%[29.8 µM]
CC1=C2CC3OC3(C)CCC3OC3(C)CC2OC1=O (stereo unspecified) | 9% | 2%[57.5 µM]
O=C(Nc1ccccc1C(=O)Nc1ccc(CCO)cc1)c1ccc([N+](=O)[O-])cc1 | 4% | 0%[57.5 µM]
CCCCCCCCCCCC(CC1OC(=O)C1CCCCCC)OC(=O)C(CC(C)C)NC=O (stereo unspecified) | -7%[53.3 µM] | ?
CCOC(=O)[C@H](CCc1ccccc1)N[C@@H](C)C(=O)N1CCC[C@H]1C(=O)O | -2%[53.3 µM] | 2%
C[C@@H]1C[C@@H](O)[C@@]2(CO)C(CO)=CCC[C@@H]2[C@@]12C[C@@H](c1ccoc1)OC2=O | 0%[53.3 µM] | 6%[29.8 µM]
O=c1[nH]c(=O)n([C@H]2C[C@H](O)[C@@H](CO)O2)cc1C(F)(F)F | -3%[53.3 µM] | 7%
CC(=O)OC[C@]1(O)[C@H]2[C@H](OC(=O)CC(C)C)OC=C(CO[C@@H]3O[C@H](CO)[C@@H](O)[C@H](O)[C@H]3O)[C@H]2C[C@@H]1O | -1%[53.3 µM] | -8%[29.8 µM]
CC1=C2C(O)C(=O)OC(c3ccoc3)C2(C)CCC1O (stereo unspecified) | 12% | 9%[57.5 µM]
Cc1c2oc3c(C)ccc(C(=O)N[C@@H]4C(=O)N[C@H](C(C)C)C(=O)N5CCC[C@H]5C(=O)N(C)CC(=O)N(C)[C@@H](C(C)C)C(=O)O[C@@H]4C)c3nc-2c(C(=O)N[C@@H]2C(=O)N[C@H](C(C)C)C(=O)N3CCC[C@H]3C(=O)N(C)CC(=O)N(C)[C@@H](C(C)C)C(=O)O[C@@H]2C)c(N)c1=O | 3%[53.3 µM] | ?
C[C@H]1COCCN1c1cc(C2(S(=O)(=O)C3CC3)CC2)nc(-c2ccc(NC(=S)NCCO)cc2)n1 | -3% | 25%
Cc1cc(OI)c(C(C)C)cc1-c1cc(C(C)C)c(OI)cc1C | -14%[53.3 µM] | 18µM*
NCCOc1cc(C(=O)Nc2cc(OCCN)c3ccccc3n2)nc(C(=O)Nc2cc(OCCN)c3ccccc3n2)c1 | ? | 22µM*
CC[C@@H](C)[C@H]1C(=O)O[C@H](C(C)C)C(=O)N(C)[C@@H](C(C)C)C(=O)O[C@H](C(C)C)C(=O)N(C)[C@@H](C(C)C)C(=O)O[C@H](CC(C)C)C(=O)N1C | 1%[20.6 µM] | 17%[12.6 µM]
O=C(NCC1CN(c2ccc(N3CCOCC3=O)cc2)C(=O)O1)c1ccc(Cl)s1 (stereo unspecified) | ? | ?
c1cc(CN2CCCCC2)cc(OCCCNc2nc3ccccc3s2)c1 | ? | ?
CC(C)(C)n1nc(-c2ccc(Cl)cc2)c2c(N)ncnc21 | 1% | 13%
O=C(OCC#CCSc1nnc(-c2cccc3ccccc23)o1)c1cc2ccccc2s1 | 9%[53.3 µM] | 0%[57.5 µM]

Record cards (already shown). Order of values: FH mod | NTMT1 inhibitor
CC[C@@H](C)[C@H]1C(=O)O[C@H](C(C)C)C(=O)N(C)[C@@H](C(C)C)C(=O)O[C@H](C(C)C)C(=O)N(C)[C@@H](C(C)C)C(=O)O[C@H](CC(C)C)C(=O)N1C is entered as 1%[20.6 µM] | 17%[12.6 µM]
CC(=O)OC[C@]1(O)[C@H]2[C@H](OC(=O)CC(C)C)OC=C(CO[C@@H]3O[C@H](CO)[C@@H](O)[C@H](O)[C@H]3O)[C@H]2C[C@@H]1O is entered as -1%[53.3 µM] | -8%[29.8 µM]
CC1(C)C(=O)N2c3ccccc3[C@]3(CC(n4cnc5ccccc5c4=O)C(=O)O3)[C@H]2N1O (stereo partly specified) is entered as -3%[53.3 µM] | 6%[29.8 µM]

Quoted at random: three records from the list.
SMILES | FH mod | NTMT1 inhibitor
O=C(Nc1ccccc1C(=O)Nc1ccc(CCO)cc1)c1ccc([N+](=O)[O-])cc1 | 4% | 0%[57.5 µM]
C[C@@H]1C[C@@H](O)[C@@]2(CO)C(CO)=CCC[C@@H]2[C@@]12C[C@@H](c1ccoc1)OC2=O | 0%[53.3 µM] | 6%[29.8 µM]
O=c1[nH]c(=O)n([C@H]2C[C@H](O)[C@@H](CO)O2)cc1C(F)(F)F | -3%[53.3 µM] | 7%

(more compounds)
SMILES | FH mod | NTMT1 inhibitor
C[C@]1(O)CC[C@@H]2C(C(=O)O)=CO[C@@H](O[C@@H]3O[C@H](CO)[C@@H](O)[C@H](O)[C@H]3O)[C@@H]21 | 3%[53.3 µM] | 12%[29.8 µM]
C/C=C(/C(=C/C)c1ccc(O)cc1)c1ccc(O)cc1 | -22%[53.3 µM] | ?
CC(=O)OC(C)(C)/C=C/C(=O)[C@](C)(O)[C@H]1C(O)C[C@@]2(C)[C@@H]3CC=C4[C@@H](C=C(O[C@@H]5O[C@H](CO)[C@@H](O)[C@H](O)[C@H]5O)C(=O)C4(C)C)[C@]3(C)C(=O)C[C@]12C (stereo partly specified) | 0%[20.6 µM] | 11%[12.6 µM]
CC(C=CC(=O)NO)=C[C@@H](C)C(=O)c1ccc(N(C)C)cc1 | -10%[53.3 µM] | -13%[57.5 µM]
CC(/C=C/C1(O)C(C)(C)CC(O)CC1(C)O)OC1OC(CO)C(O)C(O)C1O (stereo unspecified) | -4%[53.3 µM] | -11%[29.8 µM]
CC(=O)NC(C(=O)O[C@H]1CCC(C)(C)[C@@H]2CC=C3C(=O)OCC3(O)[C@@]12C)C(C)C (stereo partly specified) | -2%[53.3 µM] | -23%[29.8 µM]
CCC(O)C(C)C1CCC(C(C)C(=O)O)O1 (stereo unspecified) | 1% | 10%[57.5 µM]
CC1CCC23COC(=O)C2=CC(O)CC3C1(C)CCc1ccoc1 (stereo unspecified) | 7%[53.3 µM] | -7%[29.8 µM]
OCC(CO[C@@H]1O[C@H](CO)[C@@H](O)[C@H](O)[C@H]1O)c1ccc2c(c1)OCO2 (stereo partly specified) | 1%[53.3 µM] | 8%[29.8 µM]
CN1CC[C@H](c2c(O)cc(O)c3c(=O)cc(-c4ccccc4Cl)oc23)[C@H](O)C1 | 3%[53.3 µM] | 32µM*
COC(=O)C1C(CC(C)=O)C=CC(O)C12Oc1cc(C)cc(O)c1C2=O (stereo unspecified) | 0%[53.3 µM] | -2%[29.8 µM]
COc1ccc(/C=C/C(N)=O)cc1OC | 1% | -4%[57.5 µM]
C=C1C(=O)O[C@H]2C1CCC(C)=C1C(=O)C=C(C)[C@@]12O (stereo partly specified) | 6% | -3%[57.5 µM]
CN(C)CCCNc1c2ccccc2nc2c1[nH]c1ccccc12 | 8% | 35µM*
CC1(C)CC(NC(=O)C(=O)Nc2ccc(Cl)cc2)CC(C)(C)N1 | 0% | 5%[57.5 µM]
C=C(CO)C12OC1C1(C)C(=CC2=O)C(O)C(O)CC1C (stereo unspecified) | 1% | -12%[57.5 µM]
CC1(C)[C@H](C(=O)O)N2C(=O)C[C@H]2S1(=O)=O | 1% | ?
COc1ccc2cc1Oc1cc3c(cc1OC)CC[N+](C)(C)[C@H]3Cc1ccc(cc1)Oc1c(OC)c(OC)cc3c1[C@@H](C2)[N+](C)(C)CC3 | -6%[53.3 µM] | 13µM*
CC1CC(=O)C2=C(CCC3(O)C(O)c4c(O)cccc4C(=O)C23O)C1 (stereo unspecified) | 1%[53.3 µM] | -3%[29.8 µM]
